Bioassay records from PubChem.
LDHA inh: blocks human lactate dehydrogenase A; 0.15% of 480,000 active; activity change, % (values are at about 110 or 230 µM); P00338; purified LDHA, NADH/diaphorase-resazurin fluorescence; hits give low values; in the data active means activity change below about -30%; inconclusive means mostly about -25% to -30%;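 further: plate controls were DMSO wells for no effect and wells without enzyme for full effect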
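LDH5 2 nM; NADH 0.06 mM, pyruvate 0.2 mM; 200 mM Tris pH 7.4, EDTA, Tween-20; 5 min RT. Detection: diaphorase 0.133 mg/mL + resazurin 37 µM, fluorescence ex540/em590 at 0 and 20 min; normalized to enzyme-free and DMSO wells.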
PI4K2A block: PI4K2A (human) kinase inhibition; Q9BTU6; purified PI4K2A, ADP-Glo luminescence, 1 h; hits give low values; activity change, negative = inhibition, % at 76.9 µM; 0.13% of 420,000 active; AID 1346378; in the data active means activity change below about -50%; inconclusive means mostly about -30% to -49%;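 further: -100% = wells without enzyme as full effect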
Target sequence (Q9BTU6 whole entry, looked up): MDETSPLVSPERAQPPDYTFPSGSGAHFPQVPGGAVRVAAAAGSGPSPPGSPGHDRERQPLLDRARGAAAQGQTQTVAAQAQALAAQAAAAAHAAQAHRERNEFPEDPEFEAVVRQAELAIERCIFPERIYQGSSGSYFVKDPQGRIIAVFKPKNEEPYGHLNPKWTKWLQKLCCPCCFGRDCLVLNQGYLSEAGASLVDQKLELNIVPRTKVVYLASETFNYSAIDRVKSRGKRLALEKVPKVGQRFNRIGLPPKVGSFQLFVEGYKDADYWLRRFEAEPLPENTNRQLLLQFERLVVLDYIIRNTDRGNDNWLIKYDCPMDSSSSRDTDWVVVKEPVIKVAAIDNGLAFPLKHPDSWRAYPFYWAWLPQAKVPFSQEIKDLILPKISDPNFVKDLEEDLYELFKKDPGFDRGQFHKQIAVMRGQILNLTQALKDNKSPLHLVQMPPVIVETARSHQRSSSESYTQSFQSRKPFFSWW
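ADP-Glo luminescence measured ADP generated by PI4K2A enzyme (4 ug/mL before mixing) with 1.2 mM PI substrate (pre-mix) and 300 microM ATP (pre-mix). Tris pH7.5 buffer with MgCl2, Triton X-100; 1 h reaction at ambient temperature.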
Vif-A3G inh: inhibitors of Vif-APOBEC3G interaction; 0.076% of 410,000 active; HeLa A3G-eYFP + Vif (tagged APOBEC3G with the HIV-1 protein that degrades it), YFP fluorescence, overnight; Potency, µM (series often up to 46.1 µM), for the others: at the top dose activity, negative = active, usual class: inhibitors; Q9HC16; AID 602310;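 further: potency means the concentration at half of the fitted maximal effect; on the % scale 0 is the no-effect control and ±100 the full control effect; nearly all actives have a fitted effect of over 60% in size; hits raise eYFP signal because A3G escapes Vif-driven loss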
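HeLa cells stably expressing Vif and C-terminally eYFP-tagged A3G, seeded overnight at 37 deg C, then exposed to compound by pintool overnight at 37 deg C. Rise in yellow fluorescence (Ex 488/Em 500-530, Acumen) marks blocked Vif-driven A3G degradation.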
Glioma ERSR ind: induces the endoplasmic reticulum stress response in human glioma cells; U87-MG GRP78 promoter luciferase reporter, 16 h; Potency, µM, for inactives: at the highest dose activation, actives largely listed as activators; 0.02% of 420,000 active; AID 602332; further: potency means the concentration at half of the fitted maximal effect; series mostly up to about 76 µM; % of control where 0% means no effect; nearly all actives have a fitted effect of over 35% in size
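ERSR induction read as luciferase luminescence (Bright-Glo, 10 min at room temperature) in stably transfected human U87-MG glioma cells exposed to compounds for 16 h, using GRP78 as sensor.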
Vif-A3F inh: inhibitors of Vif-A3F interaction. HeLa A3F-eYFP + Vif (tagged APOBEC3F with the HIV-1 protein that degrades it), YFP fluorescence increase. Potency, µM (series often up to 46.1 µM), inactives show top-dose activity, negative = active. 0.2% of 390,000 active. AID 602313; further: potency means the concentration at half of the fitted maximal effect; % of control where 0% means no effect; nearly all actives have a fitted effect of over 65% in size
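Fluorescence increase (Ex 488/Em 500-530) after overnight compound treatment at 37 deg C flags inhibition of Vif-driven A3F-eYFP loss in stable HeLa A3F-eYFP/Vif cells seeded overnight beforehand.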
TrxR1 substrate: rat thioredoxin reductase 1 substrate activity; O89049; purified TrxR1 substrate turnover, NADPH consumption readout; Potency, µM (titrated, usually from 114 µM), without a hit: top-dose activity change, negative = substrate turnover; 0.01% of 390,000 active; AID 588456; further: potency means the concentration at half of the fitted maximal effect; on the % scale 0 is the no-effect control and ±100 the full control effect; nearly all actives have a fitted effect of over 50% in size
Target sequence (O89049 whole entry, looked up): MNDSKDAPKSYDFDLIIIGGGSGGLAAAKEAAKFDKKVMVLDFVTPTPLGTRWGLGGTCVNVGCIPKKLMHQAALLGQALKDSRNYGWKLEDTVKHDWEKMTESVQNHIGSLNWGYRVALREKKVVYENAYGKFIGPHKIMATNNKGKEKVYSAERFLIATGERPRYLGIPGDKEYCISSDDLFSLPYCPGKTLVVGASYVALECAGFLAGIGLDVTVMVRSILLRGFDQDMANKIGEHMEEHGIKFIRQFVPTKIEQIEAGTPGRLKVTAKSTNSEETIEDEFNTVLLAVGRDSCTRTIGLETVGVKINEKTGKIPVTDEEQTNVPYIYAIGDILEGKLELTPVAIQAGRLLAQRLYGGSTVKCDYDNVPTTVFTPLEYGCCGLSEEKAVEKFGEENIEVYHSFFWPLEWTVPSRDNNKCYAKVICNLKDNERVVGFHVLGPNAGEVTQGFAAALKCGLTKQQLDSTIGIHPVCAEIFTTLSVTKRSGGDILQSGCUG
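Rat TrxR1, dispensed at 90 nM, was prereduced with 400 uM NADPH (final) for 5 min at ~22 deg C, then incubated with compound 15 min before 400 uM selenite. A first-read NADPH fluorescence drop versus no-compound background flagged substrates.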
RXFP1 ag: agonists of human relaxin receptor RXFP1. 0.3% of 370,000 active. HEK293T-RXFP1 cAMP TR-FRET, 30 min; response scale: percent of porcine relaxin response, buffer zero. Potency, µM (series often up to 57.5 µM), without a hit: at the highest dose activation, actives largely listed as activators. Q9HBX9. AID 2676; further: potency means the concentration at half of the fitted maximal effect; on the % scale 0 is the no-effect control and ±100 the full control effect; nearly all actives have a fitted effect of over 60% in size; many of its hits are not listed in these tables
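HEK293 cells stably expressing RXFP1, treated 30 min at 37C with compounds plus PDE4 inhibitor Ro 20174; cAMP measured by HTRF TR-FRET. Normalized to buffer and 29 nM porcine relaxin; EC50 by Hill fit.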
USP1 inh: blocks the human USP1/UAF1 deubiquitinase complex | O94782 | recombinant USP1/UAF1, Ub-Rhodamine cleavage fluorescence | Potency, µM (doses to about 57.1 µM), without a hit: at the top dose activity change, negative = inhibition, most hits filed as inhibitors | 0.23% of 390,000 active | AID 743255; further: potency means the concentration at half of the fitted maximal effect; on the % scale 0 is the no-effect control and ±100 the full control effect; nearly all actives have a fitted effect of over 60% in size; inactives centre near -12
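In this screen, compounds sit with the deubiquitinase complex (1nM) for 15 min at room temperature before Ub-Rho is added at 150nM final. Fluorescence rise is then followed for 6 reads every 60 seconds.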
mIDH1 inhibitor: blocks human mutant IDH1 R132H enzyme; IDH1-R132H enzyme, NADPH consumption, diaphorase/resazurin fluorescence; Potency, µM (titrated, usually from 76.6 µM), for inactives: top-dose activity change, negative = inhibition, hits mostly inhibitors; 0.093% of 390,000 active; further: potency means the concentration at half of the fitted maximal effect; on the % scale 0 is the no-effect control and ±100 the full control effect; nearly all actives have a fitted effect of over 65% in size
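IDH1-R132H (0.5 ug/mL dispensed) in pH 7.5 Tris buffer was preincubated 30 min with compound, then given a substrate mix of 0.016 mM NADPH and 2 mM alpha-KG for 80 min at room temperature; remaining NADPH was read by diaphorase/resazurin fluorescence.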
The depositor's hits bear a star; ? = inconclusive; . = no result given; [ ] = dose if it differs, or a comment. Unless noted, the call rests on the fitted dose curve; in most records, active means well fitted curve in the direction sought with a large enough effect; inconclusive means small, poorly fitted or top-dose-only effect, or another doubt; inactive means no such curve, though single readings can be large; an effect the other way counts as inactive or inconclusive. A portion of the library; count on the stated rates, not on these rows.

SMILES | LDHA inh | PI4K2A block | Vif-A3G inh | Glioma ERSR ind | Vif-A3F inh | TrxR1 substrate | RXFP1 ag | USP1 inh | mIDH1 inhibitor
CCN(CC)c1ccc(/C=N/NC(=O)c2cccc(S(=O)(=O)Nc3ccccc3OC)c2)c(O)c1 | 1 | 3 | -21% | -4% | -20% | 1%[57.1 µM] | 3.4% | ? | 6%
CN(C)C(CNC(=O)C1CCN(S(=O)(=O)c2cccc(C(F)(F)F)c2)CC1)c1ccccc1 (centres undefined) | -15 | 3 | -5% | 0% | 0% | -3% | 1.9% | -14% | -15%
Cc1ccccc1NC(=O)C1CC(=O)N(Cc2ccccc2)C1 (centres undefined) | -17 | 0 | 2% | -2% | 2% | 3%[57.1 µM] | 1.9% | -2% | -6%
Cc1ccc(-n2c(=O)c3ccc(C(=O)NCc4ccco4)cc3n(CC(=O)Nc3ccccc3C(F)(F)F)c2=O)cc1 | -7 | 0 | 5% | -4% | -6% | ? | 5.1% | -2% | -1%
COC(=O)CCCN1C(=O)NC(c2ccc(-c3ccccc3)cc2)C(C(=O)OCc2ccccc2)=C1C (centres undefined) | -8 | 0 | -7% | -4% | 3% | -1% | . | -8% | 1%[38.3 µM]
CCOC(=O)c1ccc(CN(Cc2ccccc2C)S(=O)(=O)c2ccc(F)c(C(=O)Nc3cccc(OC)c3)c2)cc1 | -7 | -2 | 4% | 0% | -7% | -2%[57.1 µM] | -0.8% | -17% | 15%
CCOC(=O)C1=C(C)NC(=O)NC1c1ccc(-c2ccccc2F)o1 (centres undefined) | -5 | -2 | -8% | 1% | -22% | -3% | 0.5% | -23% | 2%
CN(CC(=O)Nc1cccc(F)c1)C(=O)c1ccc(COc2ccccc2)cc1 | -4 | -13 | -1% | 4% | -12% | 9%[57.1 µM] | 0.3% | -9% | -6%
CCOc1ccc2c(c1)c(=O)c(S(=O)(=O)c1ccc(Cl)cc1)cn2Cc1ccccc1C | 3 | 3 | 1% | -3% | 5% | 6% | 12% | -26% | -13%
CC1(C)Cc2nc3sc(C(N)=O)c(N)c3cc2CO1 | 0 | -12 | 0% | 1% | 2% | 3% | 1.8% | -20% | -3%
CC(=O)Nc1nnc(SCc2ccc(C(=O)Nc3ccccc3F)cc2)s1 | -12 | -8 | 0% | -2% | -6% | 2% | 0.4% | -3% | -11%
Nc1c(C(=O)CSc2nccn2-c2ccc(Cl)cc2)c(=O)[nH]c(=O)n1C1CC1 | -9 | -2 | -4% | -4% | 0% | -6% | -1.0% | -10% | 3%
C/C(=N\NC(=O)c1cccnc1)c1cc2ccccc2o1 | -3 | 0 | 0% | 0% | -8% | -14% | -2.3% | -13% | 1%
Cc1ccc2[nH]c(=O)c(CN(CC3CCCO3)C(=O)c3ccncc3)cc2c1 (centres undefined) | -1 | 7 | -7% | 0% | -5% | 0% | 0.9% | 2% | 11%
CC1(C)Cc2ccccc2C(=C(C#N)C#N)N1 | -7 | 4 | 1% | -5% | -22% | 1% | 0.9% | -15% | -3%
NC(Cc1ccccc1)c1csc(Nc2ccc(C(=O)c3ccccc3)cc2)n1 (centres undefined) | -5 | -4 | -27% | -12% | . | . | . | . | .
O=C1CN(c2nc(-c3cccnc3)nc3sc4c(c23)CCCC4)CCN1 | -1 | -7 | 1% | 1% | 0% | 8% | 25% | -1% | -4%
CN(C(=O)COC(=O)Cc1c(Cl)cccc1Cl)C1CCS(=O)(=O)C1 (centres undefined) | -7 | 2 | 2% | -3% | -2% | -1% | -0.2% | -25% | -9%
O=C1NC[C@H](Cc2ccccc2)N(C[C@H]2CCCN2C[C@H](Cc2ccccc2)N2C[C@H](Cc3ccc(O)cc3)N(CC3CCCCCC3)C(=O)C2=O)C1=O | -1 | 3 | -6% | 11% | ? | 0% | . | -30% | ?
CCCNC(=O)c1ccc(N2CC3CC(C2)c2cccc(=O)n2C3)c(NC(=O)Nc2ccc(CC)cc2)c1 (centres undefined) | -3 | -3 | 2% | -2% | 5% | -4% | 0.9% | -33% | -4%
CCN1CCN(C(=O)c2ccc(CN(c3ccccc3)S(=O)(=O)c3ccccc3)cc2)CC1 | -1 | -2 | -4% | -5% | -6% | -11% | -0.5% | -15% | 7%
CCCCNc1c2c(nc3c(-c4ccccc4)c(C)nn13)CCC2 | 4 | -8 | -1% | -4% | -11% | 64%[activator] | -1.7% | ? | 5%
CC(C)(C)c1ccc(OCc2ccc(C(=O)Nc3cccnc3)o2)cc1 | -2 | 7 | -14% | -7% | -8% | -9% | -2.7% | -9% | 5%
COc1cccc(NC(=O)C2(C)CCN2C(=O)C2CCCCC2)c1 (centres undefined) | 0 | 0 | 0% | 0% | . | . | . | . | .
COc1ccc([C@H]2CN(c3ccccc3)C(=O)[C@@H]2CC(=O)Nc2ccccc2)cc1 | 1 | 0 | -2% | 3% | 0% | . | . | 2% | 6%
CCNC(=S)N(CCc1ccc(OC)c(OC)c1)Cc1cc2cc(OC)ccc2[nH]c1=O | 3 | -3 | 1% | 1% | -6% | -6% | 0.0% | -5% | -5%
CCN(CC)C(=O)CSc1cn(CC(=O)N2CCCCCC2)c2ccccc12 | -6 | 0 | 5% | 2% | 2% | 0% | 3.1% | -4% | -4%
Cc1ccccc1C(=O)NCC(c1ccco1)N1CCc2ccccc21 (centres undefined) | 4 | -2 | -4% | -6% | 6% | -1%[57.1 µM] | 0.8% | -11% | 15%
Cc1ccc(S(=O)(=O)N2CCCCC2)cc1NC(=O)c1cccs1 | -4 | -6 | -3% | -3% | -10% | -7% | 1.9% | -2% | -2%
Cc1occc(=O)c1OCc1ccc(Cl)cc1Cl | -8 | -5 | 0% | 0% | 3% | -4% | 0.3% | -4% | 3%
CCOC(=O)Nc1ccc2c(c1)N(C(=O)CCN(C)C)c1ccccc1S2 | -9 | 14 | ? | 0% | -2% | 2% | 0.2% | -25% | 0%
CC1CN(Cc2ccccn2)CCC1=O (centres undefined) | -9 | -7 | 0% | -1% | -1% | -4% | 0.1% | -21% | 1%
CCc1ccc2oc(-c3cccc(NC(=O)c4cc5ccccc5o4)c3)nc2c1 | -9 | 0 | 1% | 0% | -1% | 2% | -3.4% | -26% | 18%
CCn1c(SCc2c(F)cccc2Cl)nnc1-c1ccco1 | -1 | -3 | 0% | 1% | -8% | 8% | 2.4% | -12% | 5%
CCCCC(=O)Nc1cccc(NC(=O)c2cccnc2Cl)c1 | -3 | 2 | 2% | -4% | 0% | 3% | -0.4% | -19% | -1%
COC(=O)c1ccc(C(=O)OC)c(NC(=S)N2CCOCC2)c1 | -7 | 0 | 0% | 2% | -4% | 6%[57.1 µM] | -1.6% | -1% | 9%
CC(NC(=O)c1ccccc1OC(F)F)c1ccc(-n2ccnc2)cc1 (centres undefined) | -3 | -1 | -5% | -1% | -2% | -4% | -1.3% | 3% | 1%
Cc1cc(C)n2c(SCC(=O)NCc3ccco3)nnc2n1 | -9 | 3 | -2% | -1% | -7% | 7% | 1.1% | -13% | 0%
COCCCNC(=O)C1c2ccccc2Oc2ccccc21 | 0 | -2 | 3% | -1% | 10% | -8% | -0.3% | -22% | -4%
COc1cc(O)c2c(=O)c3c(O)ccc(O)c3oc2c1 | 12 | -8 | 1% | -3% | 5% | -1% | . | -10% | -12%
CC(C)[C@H](NC(=O)OCc1ccccc1)C(=O)OCC(=O)N1CCN(c2ccccc2)CC1 | 3 | 3 | -3% | -1% | 2% | -2% | 1.2% | -25% | 3%
O=C(NCc1cccnc1)c1cccc(S(=O)(=O)N2CCOCC2)c1 | 0 | -3 | 0% | -3% | ? | -3% | 19% | 5% | -4%
CC(=O)c1ccc(OCCNS(=O)(=O)c2ccc(-n3cnnn3)c(C)c2)cc1 | 0 | -23 | 1% | -3% | -6% | 3% | 2.7% | -19% | -9%
Cn1c(=O)c2[nH]c(Cc3ccsc3)nc2n(C)c1=O | 0 | 3 | -1% | -4% | 11% | -1%[57.1 µM] | . | -4% | 8%
COCC(=O)N(C)C[C@@H]1Oc2ncc(Br)cc2C(=O)N([C@@H](C)CO)C[C@H]1C | -2 | 5 | 4% | -4% | -3% | . | . | 2% | 3%
COc1ccccc1CNC(=O)CSc1ncc2c(n1)-c1ccc(Cl)cc1N(Cc1ccccc1)S2(=O)=O | 2 | -2 | 8% | 3% | -8% | 4%[57.1 µM] | 4.5µM* | ? | 5%
Cc1c(NC(=O)COc2cccc3c2OC(C)(C)C3)c(=O)n(-c2ccccc2)n1C | -3 | -1 | -5% | -4% | 1% | -2% | 0.0% | -6% | 9%

Structures listed so far that have two or more sulfur atoms (three):
SMILES | LDHA inh | PI4K2A block | Vif-A3G inh | Glioma ERSR ind | Vif-A3F inh | TrxR1 substrate | RXFP1 ag | USP1 inh | mIDH1 inhibitor
CC(=O)Nc1nnc(SCc2ccc(C(=O)Nc3ccccc3F)cc2)s1 | -12 | -8 | 0% | -2% | -6% | 2% | 0.4% | -3% | -11%
Cc1ccc(S(=O)(=O)N2CCCCC2)cc1NC(=O)c1cccs1 | -4 | -6 | -3% | -3% | -10% | -7% | 1.9% | -2% | -2%
COc1ccccc1CNC(=O)CSc1ncc2c(n1)-c1ccc(Cl)cc1N(Cc1ccccc1)S2(=O)=O | 2 | -2 | 8% | 3% | -8% | 4%[57.1 µM] | 4.5µM* | ? | 5%
